# MsrA act: activates bovine MsrA enzyme; actives 0.3% (n = 360,000); AID 602163; purified bovine MsrA, absorbance read-out; activation, % at 10.6 µM; in the data active = activation above about 7.5%;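 also: 0% = vehicle and 100% = reference activator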
# SKN-1 inh: blocks SKN-1 activity in C. elegans; C. elegans VP596 Pgst-4::GFP/RFP ratio, acrylamide-induced, 24 h; inhibition, % at 21.8 µM; actives 0.49% (n = 360,000);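 active = interference check ratio from 0.5 to 1.5 plus GFP to RFP signal ratio inhibition reaching or exceeding a fixed threshold, cut at about 30% in these data, passing the limit was not always enough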; also: some compounds called inactive have numbers as strong as hits
# Rin1-Abl PPI inh: blocks binding of human Rin1 to Abl; TR-FRET Rin1/Abl binding, biochemical; inhibition, % at 7.35 µM; actives 0.4% (n = 360,000); AID 588664; in the data active = inhibition above about 5%, passing the limit was not always enough
# NRP1-CendR mod: modulators of CendR peptide binding to human neuropilin-1 | AID 602438 | inhibition, % at 25 µM | actives 0.85% (n = 360,000) | FAM-RPARPAR peptide binding to NRP-1, fluorescence polarization;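 active = inhibition or corrected inhibition above about 18%, plus a signal ratio from 0.5 to 1.5, limit read from the data, passing the limit was not always enough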; also: strong numbers were not always called active
# eLon inh: inhibits E. coli Lon protease. inhibition, % at 7.94 µM. actives 0.42% (n = 360,000). purified E. coli Lon protease, fluorescence polarization. P0A9M0; in the data active = inhibition above about 13%, passing the limit was not always enough;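 also: 0% = enzyme with probe and DMSO and 100% = no enzyme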
# MT1-MMP act inh: inhibitors of human MT1-MMP activation. GFP/RFP ratio change, % at 20 µM. HT1080 RFP-PRO-GFP cells, GFP/RFP ratio fluorescence, overnight; percent of plate control window, DMSO zero. AID 651647. P50281. actives 0.061% (n = 360,000);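 active = GFP/RFP ratio change of at least 30% with cell ATP level not reduced by more than half and red fluorescence within 50% of control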; also: strong numbers were not always called active
#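 Read-out: GFP/RFP fluorescence ratio; Test system: RFP-PRO-GFP reporter HT1080 cells; Compound dosing: single-point 20 µM compound, 1% DMSO; Times: overnight compound exposure at 37 °C.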
# Neddylation inh: inhibitors of human cullin neddylation; TR-FRET cullin neddylation, biochemical; P61081+Q13564; actives 0.58% (n = 360,000); calls only at 25 µM; in the data active = inhibition above about 36%
# FAS TE block: inhibitors of human fatty acid synthase thioesterase domain. recombinant FAS-TE, OMFH fluorogenic substrate, fluorescence endpoint. inhibition, % at 15 µM. P49327. actives 0.67% (n = 360,000);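 active = compounds whose normalised, plate-corrected inhibition of enzyme fluorescence in the single-dose primary screen is 50% or more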;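 also: 0% = DMSO with enzyme and 100% = substrate without enzyme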
# PABP1 MLLE inh: inhibitors of microRNA-mediated deadenylation, human PABP1 MLLE binding; GST-MLLE / FITC-PAM2 fluorescence polarization; inhibition, % at 20 µM; actives 0.36% (n = 360,000); in the data active = inhibition above about 35%, passing the limit was not always enough;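 also: plate controls were DMSO wells with GST-MLLE for no effect and wells lacking GST-MLLE protein for full effect; some results filed as inactive read as strong as hits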
# Active calls of the source: *; i = inactive; / = not tested or not shown; & = joins results of further samples.
No.	SMILES	NRP1-CendR mod	Neddylation inh	FAS TE block	MT1-MMP act inh	MsrA act	Rin1-Abl PPI inh	SKN-1 inh	PABP1 MLLE inh	eLon inh
1	Cc1ccc(-c2nc3c(Cl)cc(C(F)(F)F)cn3c2Cc2cccc(Cl)c2)cc1	-4.8	i	21.5	-1.5	-1.9	/	9.6	/	1.8
2	COc1cccc(N=CC2=C(O)CC(C)(C)CC2=O)c1	10.3	i	-10.7	4.5	-2.3	-1.7	-2.2	-3.3	15.1
3	O=C(Nc1nccc(-c2cccs2)n1)c1cccs1	5.2	i	-6.5	4.3	-4.6	0.7	14.7	3.0	-1.4
4	CC1CC(C)(C)NC(C)c2ccccc21 (configuration not stated)	6.5	i	-6.1	-3.2	-8.7	4.4	8.2	4.6	-2.8
5	COc1ccc(-c2cc(C(=O)O)sc2C)cc1	-9.0	i	-3.0	-0.4	-2.8	0.8	5.5	9.7	-6.4
6	CNC(=O)N(O)C1N(/N=C/c2ccc(SC)cc2)C(=S)SC1(C)C (configuration not stated)	8.9	i	-1.5	0.6	-6.2	0.5	-9.7	-8.3	-4.5
7	CCN(Cc1cc(=O)[nH]c2ccccc12)C(=O)C(C)C	3.2	i	-3.5	2.3	-2.0	-1.9	0.9	-6.7	6.1
8	CCN(CC)S(=O)(=O)c1ccc(C(=O)NC(=S)N2CCCCC2C)cc1 (configuration not stated)	-1.6	i	-5.0	6.8	-3.0	0.6	-2.0	22.4	-14.9
9	CCOc1ccccc1N(CC(=O)NC(C)(C)C)C(=O)CCC(=O)Nc1nccs1	3.2	i	-3.0	17.2	1.0	0.5	9.6	8.3	-5.5
10	CC1CCN(c2ccc3nnc(CCC(=O)Nc4ccc(F)c(F)c4)n3n2)CC1	3.4	i	4.0	0.8	-1.6	2.8	-6.1	-5.8	9.9
11	COc1ccc(NC(=O)CCNS(=O)(=O)c2ccc(C)c(C)c2)cc1OC	5.7	i	-2.0	0.2	-5.4	-0.1	-9.5	-0.9	-0.4
12	O=C(Nc1nnc(Cc2ccc(Cl)cc2)s1)C1CCCO1 (configuration not stated)	21.7	i	-2.2	-1.6	-1.9	-0.6	6.1	34.7	-4.7
13	C/C(=N\NC(=O)C1CCCC1)c1ccc(Cl)cc1	10.1	i	-2.0	2.6	-2.5	1.5	3.4	10.0	-3.5
14	Cn1c(Cc2nc3ccccc3n2C)nc2ccccc21	1.3	i	-5.9	3.9	-3.7	2.9	5.4	3.8	-8.5
15	O=C(CSCc1ccc(Cl)cc1)NN=C1CCCCCC1	-10.6	i	-2.6	-1.3	-2.3	2.2	-1.2	-6.2	12.0
16	COc1ccc(-c2csc3nc(C)n(-n4cccc4)c(=O)c23)cc1OC	4.1	i	-5.2	-3.3	-4.5	0.2	5.4	11.7	-2.4
17	O=C(Nc1ccon1)c1cnc2sccn2c1=O	-8.3	i	-6.4	6.2	-4.2	-2.3	32.0	-5.3	0.2
18	COc1ccc2c(c1)CCCC21NC(=O)N(CC(=O)c2cc(F)ccc2F)C1=O (configuration not stated)	2.9	i	13.4	-0.1	-3.9	3.8	10.9	9.7	-8.5
19	CCCCC(=O)Nc1ccc(C(=O)N2CCC(C(=O)OCC)CC2)cc1	-10.8	i	-3.8	2.8	-3.9	0.8	14.3	21.2	-6.8
20	O=C(NC(=S)Nc1ccc(S(=O)(=O)Nc2nccs2)cc1)C1CC1	-9.1	i	-5.9	4.6	-2.8	-6.1	-3.8	14.1	0.0
21	CC(C)(C)NC(=O)/C(=C\c1ccccc1F)NC(=O)c1ccc([N+](=O)[O-])cc1	0.7	i	43.8	1.8	-1.8	-1.8	2.4	9.1	3.2
22	Cc1c(Cl)cccc1NC(=S)N(Cc1cccnc1)Cc1ccccc1Cl	-12.4	i	21.1	-6.6	-1.9	0.2	4.4	-9.4	-0.6
23	Cc1[nH]nc(C(F)(F)F)c1CCC(=O)NC1CCCCCC1	0.3	i	-4.8	0.8	-9.5	-2.1	4.0	8.2	0.8
24	NC(=O)CC(NC(=O)Cc1ccc(Br)cc1)c1ccc(N2CCN(c3ccccc3)CC2)c([N+](=O)[O-])c1 (configuration not stated)	5.3	i	1.4	3.4	-2.7	0.2	5.5	17.2	4.8
25	Cc1ccccc1CNC(=O)Nc1cccs1	13.2	i	-3.4	-0.2	3.6	-3.4	3.1	8.3	-7.4
26	COc1ccc(N2CCN(C(=O)CCC(=O)N3CCOc4ccc(C)cc43)CC2)cc1	5.8	i	-0.3	4.4	-2.8	-1.0	0.5	-11.0	-4.9
27	CC1CN(CC(O)COC(c2ccccc2)c2ccccc2)CC(C)O1 (configuration not stated)	14.6	i	-9.8	1.2	-6.1	-2.1	7.4	-3.3	2.9
28	O=C(NCC1CCCO1)C1CCCN1C(=O)Nc1ccc(Cl)c(Cl)c1 (configuration not stated)	1.8	i	-1.1	0.7	-1.4	1.6	7.0	8.3	-0.3
29	O=C(CCN1C(=O)NC2(CCCC2)C1=O)Nc1ccc(Sc2ccc(Br)cc2)cc1	-3.4	i	15.7	4.2	-1.4	-0.7	11.3	-39.0	1.6
30	O=C(Nc1nccs1)c1ccc(CSc2ccccc2)o1	4.1	i	7.0	7.8	-9.9	0.5	13.1	18.5	3.4
31	O=C1c2ccccc2C(=O)N1CCN1CCOCC1	-4.3	i	-5.9	-0.1	-0.9	-2.9	11.9	3.9	1.6
32	CCc1ccc2[nH]c3nc(N/N=C/c4ccc(O)cc4O)nnc3c2c1	-6.9	i	1.0	-4.4	-1.4	-1.5	5.3	-10.3	-1.3
33	COc1ccc(/C=C/C(=O)c2ccc(C(=O)/C=C/c3ccc(OC)c(OC)c3)cc2)cc1OC	-28.1	i	8.5	5.8	-3.5	6.6	-10.1	-10.8	-3.2
34	COc1cc(OC)c(NC(=O)CS(=O)(=O)Cc2nc(-c3ccc(C)cc3)oc2C)cc1Cl	-3.3	i	14.4	0.7	4.8	-2.3	2.4	-18.6	-6.8
35	O=C(COc1ccc(S(=O)(=O)N2CCOCC2)cc1)Nc1cccc([N+](=O)[O-])c1	20.3	i	24.0	7.1	0.0	-0.7	6.8	11.2	-3.9
36	O=c1c2ccccc2ncn1-c1ccc(Cl)cc1	4.1&0.4	i	-0.8&-6.3	0.6&0.2	-2.5&-6.2	0.2&-2.4	19.3&4.3	-3.5&-0.9	-5.7&17.0
37	Cc1cccc(OCC(=O)NCCCNC(=O)c2ccncc2)c1	16.1	i	-6.9	-1.5	-0.7	-0.5	-6.9	-4.1	-10.6
38	O=C(O)Cc1ccc(N=Nc2c(O)c(C(=O)O)cc3ccccc23)cc1	2.6	i	3.5	/	-13.0	1.3	24.5	2.6	15.3
39	Cc1ccc(NC(=O)COC(=O)CN2CCSC2=O)cc1Cl	-5.2	i	-2.9	2.4	-1.5	0.6	-7.8	20.0	-5.7
40	O=C1NCC(Nc2ccc(Cl)cc2)C(=O)N1 (configuration not stated)	3.6	i	-5.1	1.4	-1.1	-1.3	21.8	6.6	0.0

# 6 compounds already listed, sorted by their value in MT1-MMP act inh, lowest first.
No. | Molecule | MT1-MMP act inh
22 | Cc1c(Cl)cccc1NC(=S)N(Cc1cccnc1)Cc1ccccc1Cl | -6.6
32 | CCc1ccc2[nH]c3nc(N/N=C/c4ccc(O)cc4O)nnc3c2c1 | -4.4
37 | Cc1cccc(OCC(=O)NCCCNC(=O)c2ccncc2)c1 | -1.5
28 | O=C(NCC1CCCO1)C1CCCN1C(=O)Nc1ccc(Cl)c(Cl)c1 (configuration not stated) | 0.7
40 | O=C1NCC(Nc2ccc(Cl)cc2)C(=O)N1 (configuration not stated) | 1.4
29 | O=C(CCN1C(=O)NC2(CCCC2)C1=O)Nc1ccc(Sc2ccc(Br)cc2)cc1 | 4.2

# Later entries
No.	SMILES	NRP1-CendR mod	Neddylation inh	FAS TE block	MT1-MMP act inh	MsrA act	Rin1-Abl PPI inh	SKN-1 inh	PABP1 MLLE inh	eLon inh
41	COc1ccc(OCCN(C)Cc2ccccc2)cc1	13.7	i	-0.8	1.8	1.1	4.0	0.9	1.1	-3.6
42	COc1cc(NC(=S)Nc2ccccn2)cc(OC)c1OC	-5.0	i	-0.4	-7.3	-2.7	1.2	0.8	22.9	-1.0
43	COc1ccc2c(c1)[C@H]1[C@H](CO2)[C@H](c2ccccc2)[C@]2(C)C(=O)Nc3cc(OC)c(OC)cc3C(=O)N12	-9.0	i	35.7	-9.8	-6.1	2.9	0.1	-4.0	-10.8
44	Cc1cccc(NC(=S)N(CCN(C)C)Cc2cc3cccc(C)c3[nH]c2=O)c1	-11.1	i	-5.9	2.9	20.1*	-3.0	-7.6	7.5	-3.1
45	CC(C)NC(=O)CN(Cc1ccc(F)cc1)C(=O)CCC(=O)Nc1ccccn1	2.3	i	-3.5	-1.0	-2.3	4.6	2.0	-7.5	3.2
46	O=S1(=O)N=C(N/N=C/C=C/c2ccccc2)c2ccccc21	-4.7	i	-5.5	-1.3	-8.1	-1.1	-3.5	-12.9	-6.0
47	CN(C)S(=O)(=O)c1ccc(C(=O)OCC(=O)c2ccc(OC(F)F)cc2OC(F)F)cc1	-7.9	i	18.7	-4.1	-5.2	0.5	-0.6	3.7	-11.1
48	CC(=O)c1cccc(NC(=O)c2ccc(S(=O)(=O)N3CCCCC3)cc2)c1	1.4	i	9.3	-3.6	-3.1	-1.8	-17.4	17.5	-3.0
49	Cc1ccc(SCCCn2cncn2)cc1	-3.2	i	-8.6	-6.3	-9.2	-0.6	-19.3	6.5	-10.8
50	N#Cc1c(N)nc2c(c1N)CC(CO)O2 (configuration not stated)	6.3	i	-4.3	2.5	2.6	0.1	1.1	1.7	-1.2
51	C[C@]12C=CC(=O)C=C1CCC1C2CC[C@@]2(C)C1CCC21OCCO1 (some centres not stated)	3.1	i	-2.6	0.3	-3.5	-1.7	2.7	4.6	-13.4
52	C=CC[n+]1c(-c2ccc(OCC)cc2)csc1NNC(=O)Nc1ccccc1	-7.3	i	5.2	-26.5	-1.5	0.3	6.8	-92.7	-8.7
53	CCOC(=O)c1ccc(N2C(=O)c3n[nH]c(C)c3C2c2ccc(OC)cc2OC)cc1 (configuration not stated)	6.9	i	12.3	-6.1	0.6	-6.9	13.1	-0.2	6.7
54	O/N=C1/CCCCc2sccc21	-7.7	i	-11.7	2.0	-10.1	0.4	6.4	-4.3	-4.7
55	Cn1cc(CCNC(=O)CC2C(=O)NCCN2Cc2cccc(Oc3ccccc3)c2)cn1 (configuration not stated)	-2.4	i	-1.3	-1.0	-3.4	-1.3	-4.5	8.6	1.4
56	CN(CCOc1ccc(Cl)cc1)C(=O)CNS(=O)(=O)c1ccc(N(C)C)c([N+](=O)[O-])c1	5.8	i	20.9	3.1	0.3	-1.2	11.8	9.2	3.0
57	O=C(Cn1nc(-c2ccco2)ccc1=O)Nc1cc(C(F)(F)F)ccc1Cl	0.1	/	52.0*	3.3	-0.1	-2.6	3.1	-9.8	1.3
58	Cc1cc(C(=O)CN2CCN(CC(=O)Nc3ccc(F)cc3)CC2)c(C)n1C1CC1	3.4	i	-3.0	-2.3	-2.8	-0.6	5.9	0.3	-6.4
59	CCOc1ccc(S(=O)(=O)n2ccc(C)n2)c2ccccc12	-5.6	i	17.2	-7.0	-3.9	-1.1	10.2	0.7	6.4
60	CC(=O)N(C(C)=O)c1c(C#N)c(C)n(-c2ccccc2)c1C(=O)c1ccccc1	9.8	i	-1.5	4.5	-3.8	-1.3	-5.1	1.5	1.0

# Looked up above.
# CC(C)NC(=O)CN(Cc1ccc(F)cc1)C(=O)CCC(=O)Nc1ccccn1 in PABP1 MLLE inh: -7.5
# Cc1cc(C(=O)CN2CCN(CC(=O)Nc3ccc(F)cc3)CC2)c(C)n1C1CC1 in PABP1 MLLE inh: 0.3

# Screening data as filed in PubChem.
